S1P4 agonist = S1P4 receptor agonists, primary screen, cell-based; Sphingosine 1-phosphate receptor 4 (Homo sapiens), O95977; S1P4-expressing cell line, agonist reporter assay; activation, % at 4.98 µM; hit rate 0.35% among 220,000; AID 1509, 2009; in the data active = activation above about 11%;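 note: 0% = DMSO vehicle and 100% = reference agonist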
S1P4 antag = S1P4 receptor antagonists, primary screen, cell-based; Sphingosine 1-phosphate receptor 4 (Homo sapiens), O95977; S1P4-expressing cells, antagonist mode, reporter read-out; inhibition, % at 4.98 µM; hit rate 0.26% among 220,000; in the data active = inhibition above about 29%;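 note: 0% = wells stimulated with agonist and 100% = vehicle wells without agonist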
eIF4E-4G inh = eIF4E–eIF4G protein interaction inhibitors, primary screen, biochemical, uHTS, TR-FRET, eIF4GI fragment | Eukaryotic translation initiation factor 4E (Mus musculus) + Eukaryotic translation … | TR-FRET eIF4E-eIF4GI(517-606) binding, 2 h | inhibition, % at 21.7 µM | hit rate 0.37% among 220,000 | AID 782, 2007;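 active = inhibition above about 30%, limit read from the data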;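 note: 0% = full FRET control wells and 100% = background wells lacking eIF4GI fragment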
Ba/F3 V617F tox = reduced viability of JAK2V617F-dependent Ba/F3 cells, primary screen, JAK2V617F inhibitor project, cell-based, Ba/F3 EpoR-JAK2V617F, luminescence | ATP luminescence | hit rate 1.1% among 220,000 | AID 1446, 2008 | inhibition, % at 5.6 µM;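 active = inhibition above the campaign mean plus 3 SD over all tested compounds, cut at about 24% in these data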;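 note: cytokine-independent growth of Ba/F3 cells driven by EpoR plus mutant JAK2; 0% = DMSO-treated cells and 100% = JAK inhibitor I control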
PERK inhibitor = block of dimerizer-induced PERK translation repression, primary screen, PERK inhibitor project, CHO PERK-DD cells, SEAP luminescence, HTS; Eukaryotic translation initiation factor 2-alpha kinase 3 (Homo sapiens), Q9NZJ5; CHO PERK-DD fusion, SEAP luminescence translation reporter; inhibition, % at 5.6 µM; hit rate 0.17% among 220,000;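 active = inhibition above the mean inhibition of all tested compounds plus 3 SD, set separately per screening campaign, cut at about 2.9% in these data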;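 note: PERK kinase domain activated by AP20187 dimerizer at 100 nM; 0% = DMSO with dimerizer and 100% = rapamycin at 8.4 µM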
NPY-Y2 PAM-ag = NPY-Y2 potentiators or agonists, primary screen, cell-based. Neuropeptide Y receptor type 2 (Homo sapiens), P49146. cells expressing NPY-Y2, potentiator/agonist read-out. activation, % at 3.6 µM. hit rate 0.45% among 220,000; in the data active = activation above about 27%;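 note: cells stimulated with NPY near EC25 plus isoproterenol at EC100; 0% = vehicle plus submaximal agonist and 100% = vehicle plus saturating agonist; some results beyond the cut were filed as inactive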
Target sequence (P49146 whole entry, looked up): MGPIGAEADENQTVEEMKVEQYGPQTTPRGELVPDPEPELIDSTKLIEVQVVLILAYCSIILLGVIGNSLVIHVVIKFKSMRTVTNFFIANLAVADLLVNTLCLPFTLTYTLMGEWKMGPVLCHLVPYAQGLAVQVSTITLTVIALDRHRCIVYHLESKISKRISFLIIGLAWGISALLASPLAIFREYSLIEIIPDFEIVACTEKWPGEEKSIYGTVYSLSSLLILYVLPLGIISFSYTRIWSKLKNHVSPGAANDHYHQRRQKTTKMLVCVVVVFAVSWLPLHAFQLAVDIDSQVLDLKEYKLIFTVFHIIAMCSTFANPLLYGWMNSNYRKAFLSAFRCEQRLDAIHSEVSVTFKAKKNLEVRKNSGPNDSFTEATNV
Wee1 stabilizer = Wee1 degradation inhibitors, primary screen, cell-based, HeLa, Wee1K328M-luciferase, luminescence; hit rate 1.2% among 220,000; reporter increase, % at 5 µM; Wee1-like protein kinase (Homo sapiens), P30291; HeLa Luc-Wee1K328M stability; 100% = proteasome inhibitor MG132 effect;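 active = activation above the mean of all tested compounds plus 3 SD, set per screening run, cut at about 8.8% in these data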;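 note: cells exposed to compound for 20 h before luminescence read; 0% = DMSO alone and 100% = MG132 at 30 µM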
Target sequence (P30291 whole entry K328M): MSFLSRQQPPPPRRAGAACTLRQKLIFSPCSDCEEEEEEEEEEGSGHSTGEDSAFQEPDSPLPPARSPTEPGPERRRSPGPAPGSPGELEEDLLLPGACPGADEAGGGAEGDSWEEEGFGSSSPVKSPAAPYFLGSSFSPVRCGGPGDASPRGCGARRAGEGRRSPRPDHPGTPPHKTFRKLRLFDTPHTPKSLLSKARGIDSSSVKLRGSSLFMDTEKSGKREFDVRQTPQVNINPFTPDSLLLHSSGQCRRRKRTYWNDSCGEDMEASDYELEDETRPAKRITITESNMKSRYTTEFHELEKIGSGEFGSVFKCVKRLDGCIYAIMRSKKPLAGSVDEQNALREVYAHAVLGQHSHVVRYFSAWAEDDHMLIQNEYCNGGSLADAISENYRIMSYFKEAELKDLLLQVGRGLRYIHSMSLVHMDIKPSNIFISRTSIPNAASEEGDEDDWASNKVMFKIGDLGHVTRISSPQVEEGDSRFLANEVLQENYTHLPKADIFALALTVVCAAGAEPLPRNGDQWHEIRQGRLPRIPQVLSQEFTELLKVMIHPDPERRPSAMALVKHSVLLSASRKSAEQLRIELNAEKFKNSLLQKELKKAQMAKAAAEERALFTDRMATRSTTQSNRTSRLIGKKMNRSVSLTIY
MDM2 E3 inh = MDM2-luciferase reporter signal enhancers, primary screen, MDM2 E3 ligase inhibitor project, cell-based, luminescence, 1536-well; cell-based MDM2 ubiquitination luciferase reporter, 2 h; 0 = plate control, 100 = twice control, blank-subtracted; signal enhancement, % at 5 µM; AID 1230, 2008; hit rate 0.11% among 210,000; E3 ubiquitin-protein ligase Mdm2 (Homo sapiens), Q00987;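 active = signal enhancement of 30% or more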;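 note: luminescence tracks abundance of the self-degrading MDM2-luciferase fusion protein; higher signal means inhibition of MDM2 E3 ligase activity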
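test system = mammalian cells stably expressing self-ubiquitinating, self-degrading MDM2 E3–luciferase fusion | quantity = 2000 cells/well | incubation = cell settling 4 h, compound treatment 2 h, both 37 °C | signal = luminescence with SteadyLite reagent, 15 min at room temperature | evaluation = % enhancement relative to plate controls after blank subtraction | benchmarks = plate controls and plate blanks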
BaF3 parental = parental Ba/F3 cell viability inhibition, counter-screen for JAK2V617F inhibitor project, murine pro-B, CellTiter-Glo luminescence; inhibition, % at 5.6 µM; hit rate 1.1% among 220,000; CellTiter-Glo ATP luminescence;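 active = inhibition above a per-campaign cutoff, the mean inhibition of all tested compounds plus 3 SD, cut at about 27% in these data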;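 note: 0% = DMSO wells and 100% = JAK Inhibitor I control wells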
* = called active by the depositor; . = no result given; [ ] = dose if it differs, or a comment.

SMILES	S1P4 agonist	S1P4 antag	eIF4E-4G inh	Ba/F3 V617F tox	PERK inhibitor	NPY-Y2 PAM-ag	Wee1 stabilizer	MDM2 E3 inh	BaF3 parental
Cc1cccc(NC(=O)CN2C(=O)CNC2=O)c1	0.4	-12.2	1.6	-0.9	1.5	-5.9	0.4	-4.4	10.1
CSCC[C@H](NC(=O)NCc1ccccc1F)C(=O)O	0.9	5.4	-3.4	-2.3	2.0	4.2	4.2	-18.2	5.0
O=C(c1coc(=O)c2ccccc12)N1CCN(Cc2ccccc2)CC1	-0.1	-9.7	-0.2	0.4	0.1	-18.6	-0.9	0.2	2.7
CCCCC1(C(=O)OCC)CC(CSC(=N)N)OC1=O (centres undefined)	3.2	-4.1	-4.8	-1.6	1.1	7.0	0.8	.	1.8
CCOc1ccccc1N1CCN(CC(=O)N(CC(C)C)c2c(N)n(CC(C)C)c(=O)[nH]c2=O)CC1	1.3	-10.9	0.0	0.0	0.5	-8.7	1.5	-5.5	5.8
O=C1c2ccccc2N(Cc2ccc(Cl)cc2)C2=NCCN12	-0.8	3.9	-4.0	-3.5	0.4	14.1	3.6	-0.7	2.3
CCC(C)NS(=O)(=O)c1ccc(S(=O)(=O)N(CCc2ccc(OC)c(OC)c2)Cc2cccs2)cc1 (centres undefined)	0.5	-9.7	-2.3	8.8	-0.7	-25.1	1.9	-15.1	15.4
CCn1cc(C(=O)OCC(=O)c2ccc(Cl)cc2)c(=O)c2ccc(C)nc21	0.2	-7.2	17.8	-2.5	1.0	-31.2	-1.4	2.0	1.4
O=C(CSc1nc(-c2ccccc2)c(-c2ccccc2)[nH]1)N1CCN(S(=O)(=O)c2ccccc2)CC1	-1.7	-27.4	2.3	2.9	-1.7	0.2	0.6	0.3	7.7
COc1ccc2c(c1)C(=O)C(=O)N2	-2.0	-20.9	-0.7	-1.2	1.8	5.4	0.5	-13.9	5.0
CC(C)CCNC(=O)C(c1ccncc1)N(Cc1cccs1)C(=O)Cn1nnc(-c2ccc(F)cc2)n1 (centres undefined)	2.2	-20.8	0.2	-3.1	0.7	-9.7	-0.4	-4.5	-0.2
CNC(=O)C(NC(=O)c1ccccc1)=C(C)C	-0.5	13.6	-2.7	-5.5	1.0	-1.6	-1.1	-12.3	-0.5
CC(=O)N(Cc1nc2sc(C)c(C)c2c(=O)[nH]1)C1CCCC1	-0.1	6.5	2.1	-2.5	0.0	1.6	-0.8	4.3	0.3
CCc1nnc(NC(=O)CSc2ccc(-c3ccccc3OC)nn2)s1	1.8	-4.2	-4.4	-1.5	0.3	-5.6	-3.3	-4.1	6.7
CCN1C(=O)/C(=C2/Sc3ccc(OC)cc3N2C)SC1=Nc1ccc(OC)cc1	-0.5	-4.5	-0.8	1.9	1.7	-1.9	1.9	-10.8	5.4
O=C(c1ccc(F)cc1F)N1CCN(c2n[nH]c(=O)[nH]c2=O)CC1	-0.2	4.0	-5.1	0.0	2.0	11.6	-0.6	0.5	3.6
Cn1cc(CN2CCCC(CO)(Cc3ccccc3)C2)cn1 (centres undefined)	1.9	-13.5	1.0	-2.8	0.7	-2.1	0.1	2.6	6.0
O=C(COc1ccc(F)cc1)OCCN1CCOCC1	-0.2	5.2	-4.2	0.6	-0.1	-0.8	-1.3	-14.2	6.1
COc1cc(C(=O)N(CCc2ccccc2)C2=CC3CCC(C2)N3C)cc(OC)c1OC (centres undefined)	0.3	-31.1	1.2	0.2	-1.4	-4.8	2.4	-1.9	2.1
O=C1c2ccccc2C(=O)N1c1ccc(-c2nc3ccccc3o2)cc1	2.7	-6.5	-1.9	-1.9	0.5	0.7	0.8	-6.6	0.1
CCOc1ccc(CN(C)CC(=O)NCc2ccccc2)cc1	-1.5	-1.8	2.0	-4.9	0.4	7.5	4.0	-8.6	3.5
O=C(N/N=C1\CCCc2ccccc21)c1ccccc1[N+](=O)[O-]	0.2	0.4	5.7	-5.9	0.5	15.8	-0.5	7.4	4.9
Cn1nnnc1Sc1ncnc2scc(-c3ccccc3)c12	0.3	-13.6	-4.7	-2.3	0.5	7.3	-0.5	-11.3	-6.5
CCN1CCN(C(=O)CN(c2cccc(Br)c2)S(=O)(=O)c2ccccc2)CC1	-0.6	-9.5	-2.7[fluorescence artefact?]	-1.9	-0.8	6.3	-1.6	-8.7	-0.2
CC(=O)Nc1ccc(-c2csc(Nc3ccccn3)n2)cc1	1.1	-10.3	6.1	-2.3	0.1	21.4	8.2	-13.7	5.1
Further compounds follow:
SMILES	S1P4 agonist	S1P4 antag	eIF4E-4G inh	Ba/F3 V617F tox	PERK inhibitor	NPY-Y2 PAM-ag	Wee1 stabilizer	MDM2 E3 inh	BaF3 parental
Cc1ccc(C)c(NC(=S)NCc2cccn2C)c1	-0.1	-8.1	3.0[fluorescence artefact?]	-0.6	0.2	-7.8	-1.4	-20.6	3.5
CC(C)CC(=O)Nc1ccc([N+](=O)[O-])cc1Cl	2.7	9.5	0.1	3.1	-0.2	-6.7	-3.1	-28.7	5.4
O=C(Cc1cccs1)NCc1ccc2c(c1)OCO2	-1.3	-10.5	2.4	-2.7	0.9	-0.6	-0.6	-16.4	0.5
COCCCNC(=O)CCCn1c(=O)c2ccccc2n(CC(=O)Nc2c(C)cccc2C)c1=O	-0.4	-15.3	-5.9[fluorescence artefact?]	-3.9	0.1	-11.0	-1.4	-8.7	-1.7
Cc1cccc(NC(=O)c2onc3c2CCCC3)n1	1.4	-0.4	14.9	-0.8	-0.1	-8.5	-1.0	-77.8	-1.4
CCOc1ccc(CCN2C(=O)c3cccnc3C2=O)cc1OCC	-2.9	-10.7	0.5	1.5	0.4	4.7	-0.8	-1.0	9.3
CCCCC(=O)NNC(=S)NC(=O)CCC	0.2	-1.7	2.7	-3.5	1.0	0.9	-0.2	.	2.2
CCS(=O)(=O)Nc1cccc(C(=O)O)c1	1.5	-7.7	1.9	-2.6	1.5	5.1	-2.0	-6.1	6.2
O=C1CC(c2cccc(Cl)c2)CC(O)=C1C=Nc1cccc(Cl)c1 (centres undefined)	0.1	-6.0	-5.3	0.7	1.3	-16.9	-0.9	-1.0	3.2
C=CCNc1cc(N2CCCC2)ccc1[N+](=O)[O-]	-1.4	-6.4	-2.6	2.7	-0.2	1.6	0.5	-7.9	6.5
CCN(CC)S(=O)(=O)c1ccc(NS(=O)(=O)c2ccc(F)cc2)cc1	0.7	-4.9	-6.5	7.7	-1.0	-20.4	2.3	-29.1	9.4
Cc1ccc(/C(N)=N/OC(=O)c2ccco2)cc1	-1.2	-10.4	9.4	-2.6	-0.4	-15.1	2.4	-26.0	0.4
Cn1c(SCC(=O)c2ccccc2)nnc1-c1ccco1	1.0	-22.0	-0.2[fluorescence artefact?]	-3.8	0.6	-5.4	0.5	-0.8	2.5
N#C/C(=C/c1ccc(OCc2ccccc2)cc1)C(=O)NC1CCCCC1	-0.8	-1.6	.	-0.1	0.4	8.8	-4.6	-15.5	-1.7
C/C(=C\C(=O)c1ccccc1)NNc1nc2ccccc2s1	-0.2	-16.5	-0.7	1.0	2.8	-11.0	2.6	-22.4	5.2
O=C(NCCCCC(NC(=O)c1ccc([N+](=O)[O-])cc1)C(=O)O)c1ccc([N+](=O)[O-])cc1 (centres undefined)	-0.5	-4.2	11.3	-0.3	1.3	0.0	-1.8	10.4	4.2
C=CCn1c(SCC(=O)N(C)C2CCS(=O)(=O)C2)nc2ccccc2c1=O (centres undefined)	1.5	-12.8	-1.8	5.0	-1.1	-4.6	4.5	-8.6	1.1
COc1ccc(Cn2c(=O)[nH]c3cc(C(=O)NCCCN4CCCC4)ccc3c2=O)cc1	-1.9	-4.4	-4.5	-2.8	0.4	-13.7	0.3	-15.0	0.1
O=C(Nc1ccc(F)cc1F)NC1CC1	-0.2	0.9	-1.7	1.7	2.1	2.8	0.3	-7.8	9.0
CN(C)C(=O)C[n+]1ccc(/C=N/O)cc1	2.1	7.3	-2.0	-3.7	2.2	8.0	0.7	-20.5	2.3
CCOc1cc(NS(=O)(=O)c2ccc(NC(C)=O)cc2)c(OCC)cc1NC(=O)c1cccs1	0.7	-1.2	-1.6	-1.1	0.1	11.9	2.1	-0.1	5.6
CCOC(=O)c1cnc(SCC(=O)c2ccc3c(c2)OCCO3)nc1N	0.0	5.8	-2.1	-1.8	1.5	-12.3	1.6	-4.7	2.3
Cc1nc(-c2ccc(NC(=O)CC(C)C)cc2)cs1	2.5	4.9	2.7[fluorescence artefact?]	-2.2	0.8	1.7	4.4	-24.1	3.9
CN1CC(C(=O)O)Cc2c1ccc1ccccc21 (centres undefined)	-0.1	-2.9	18.3	-0.6	1.0	-10.7	-3.2	-12.2	0.6
COc1cccc(C(=O)Oc2cc(-c3ccccc3)no2)c1	-0.6	-23.9	1.3	-4.6	0.4	-5.7	1.3	0.4	1.3
Later entries
SMILES	S1P4 agonist	S1P4 antag	eIF4E-4G inh	Ba/F3 V617F tox	PERK inhibitor	NPY-Y2 PAM-ag	Wee1 stabilizer	MDM2 E3 inh	BaF3 parental
CCOC(=O)N1CCN(C(=O)c2ccc3c(=O)n(CCC4=CCCCC4)c(=O)[nH]c3c2)CC1	-0.3	10.6	2.2	0.3	-1.1	4.9	-1.4	-0.3	4.3
CCS(=O)(=O)N1CCN(C(=O)c2cccc(OC)c2)CC1	0.5	-15.8	19.4	0.1	0.0	-3.4	-1.9	1.3	4.3
CCN(CC)S(=O)(=O)c1ccc(Oc2ccccc2OC)cc1	-1.6	-0.8	-4.2	-2.6	1.7	9.2	-0.8	-7.1	1.0
COc1ccc(N2C(=O)CC(N3CCN(Cc4ccc5c(c4)OCO5)CC3)C2=O)cc1 (centres undefined)	0.8	2.0	1.2	-2.1	0.4	-8.6	-1.6	-10.0	9.2
Cc1ccc(NC(=O)C2CCCN2C(=O)Oc2ccccc2)cc1C (centres undefined)	1.5	-14.3	4.0	-0.1	-0.5	3.1	0.0	-1.3	5.8
Cc1ccc(S(=O)(=O)N(C)CCCC(=O)Nc2ccncc2)cc1	-0.6	-8.0	5.5[fluorescence artefact?]	0.8	0.6	13.4	2.7	-11.1	5.8
Cc1ccc(NC(=O)Nc2ccc(F)cc2)cc1Cl	-0.3	-5.7	3.5	5.7	-0.2	-6.5	-0.1	-2.6	6.7
Cc1nc2ccccc2nc1OCC(=O)NCc1ccc2c(c1)OCO2	0.1	15.9	-1.3	3.8	0.6	-2.8	0.5	-9.2	3.5

Screening results from PubChem BioAssay.
